SR-BI DiI-HDL act – activators of SR-BI mediated DiI-HDL uptake, primary screen, ldlA[mSR-BI] CHO cells, DiI fluorescence; 3 h; 100 = double the neutral-control signal; 320,000 compounds, 0.096% hits; AID 504775, 2011; activation, % at 12.5 µM;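 active means mean replicate activation of at least 60% and every replicate at or above 60%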;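 further: 0% = median plate neutral-control signal and 100% = twice that signal; values of inactives mirror those of a sister screen read the other way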
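System: LDL receptor-deficient CHO ldlA cells overexpressing murine SR-BI | Timing: 3 h uptake period with compound, 37 °C | Medium: HEPES-buffered (25 mM, pH 7.4) F12 plus 0.5% BSA | Dosing: Single-point compound dose | Signal: Bottom-read fluorescence, 550/595 nm | Read-out: Retained DiI signal reflecting DiI-HDL uptake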
Rtt109 HAT inh – inhibitors of C. albicans Rtt109/Vps75 HAT, primary screen, biochemical, ThioGlo CoA-SH fluorescence, plate reader; purified Rtt109/Vps75, 4 h; inhibition, % at 34.9 µM; 330,000 compounds, 0.16% hits; AID 540336, 2011;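 active means inhibition of at least 50% in every replicate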
Wnt act – Wnt/beta-catenin pathway activators, primary screen, cell-based, plate reader, single point. activation, % at 9.35 µM. 300,000 compounds, 1.2% hits. Wnt/beta-catenin reporter cell assay, activator; in the data active means activation above about 30%, passing the limit was not always enough;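 further: 0% = neutral control wells and 100% = positive control wells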
CDK5 inh – inhibitors of human CDK5/p35 kinase, primary screen, biochemical, single concentration | 330,000 compounds, 0.01% hits | Recombinant CDK5/p35, ADP-Glo luminescence, 60 min | inhibition, % at 10 µM;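 active means highest replicate inhibition of at least 50% and at least 75% of replicates reaching 50%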;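 further: plate controls were DMSO neutral control for no effect and GW8510 at 10 µM for full effect; many of its hits are not listed in these tables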
Target sequence (Q00535 whole entry, looked up): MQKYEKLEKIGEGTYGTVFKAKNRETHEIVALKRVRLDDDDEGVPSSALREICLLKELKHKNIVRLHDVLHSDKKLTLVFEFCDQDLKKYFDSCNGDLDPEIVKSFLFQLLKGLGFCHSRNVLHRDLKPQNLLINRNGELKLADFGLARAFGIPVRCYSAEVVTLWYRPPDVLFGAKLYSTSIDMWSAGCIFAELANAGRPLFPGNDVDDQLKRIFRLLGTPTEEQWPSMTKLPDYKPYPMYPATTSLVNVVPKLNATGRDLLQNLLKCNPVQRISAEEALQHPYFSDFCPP
Target sequence (Q15078 whole entry, looked up): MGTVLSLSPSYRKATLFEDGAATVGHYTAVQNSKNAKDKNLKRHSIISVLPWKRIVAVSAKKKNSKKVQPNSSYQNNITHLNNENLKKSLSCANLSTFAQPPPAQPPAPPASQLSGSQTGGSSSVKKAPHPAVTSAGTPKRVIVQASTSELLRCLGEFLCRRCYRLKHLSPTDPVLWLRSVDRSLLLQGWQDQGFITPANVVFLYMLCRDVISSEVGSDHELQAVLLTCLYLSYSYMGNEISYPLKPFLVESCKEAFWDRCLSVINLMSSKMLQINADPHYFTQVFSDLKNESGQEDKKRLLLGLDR
PvdQ acylase – P. aeruginosa PvdQ acylase inhibitors, primary screen, biochemical, fluorescence, plate reader and imaging, single point | PvdQ acylase [Pseudomonas aeruginosa LESB58] | purified PvdQ acylase | inhibition, % at 10 µM | 340,000 compounds, 0.063% hits; in the data active means inhibition above about 30%, passing the limit was not always enough;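 further: 0% = vehicle neutral wells and 100% = reference inhibitor wells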
SR-BI HDL uptake – inhibitors of SR-BI mediated HDL lipid uptake, primary screen, ldlA[mSR-BI] cells, fluorescence, single point; Scavenger receptor class B member 1 (Mus musculus), Q61009; ldlA[mSR-BI] CHO cells, DiI-HDL uptake fluorescence, 3 h; inhibition, % at 12.5 µM; 320,000 compounds, 0.96% hits; AID 488896, 2010;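 active means mean replicate inhibition of at least 70% and a set share of replicates each scoring 70 or more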;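 further: 0% = median of neutral control wells and 100% = median of positive control wells; values of inactives mirror those of a sister screen read the other way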
MITF TRPM1 HTS – activators of MITF-driven TRPM1 promoter reporter, primary screen, cell-based, SK-MEL-5, luciferase, single point | activation, % at 12.5 µM | 300,000 compounds, 0.75% hits | SK-MEL-5 TRPM1-promoter luciferase, 24 h; % of positive control, neutral wells = 0;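 active means mean activation of at least 80% with every replicate also reaching 80%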;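 further: 0% = neutral control wells and 100% = parthenolide positive control wells; values of inactives mirror those of a sister screen read the other way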
HTR5A ag ctr – HTR5A agonists in luminescence cell assay, primary screen, counter-screen for OPRM1-OPRD1 heterodimer agonist project, full-deck HTS | 5-hydroxytryptamine receptor 5A (Homo sapiens), P47898 | cell-based | activation, % at 9.3 µM | 340,000 compounds, 0.61% hits | AID 504692, 2011; in the data active means activation mostly above about 9.5%, no sharp cut-off; inactive means mostly below about 7.6%;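 further: 0% = cells with vehicle only and 100% = reference agonist; strong numbers were not always called active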
Target sequence (P47898 whole entry, looked up): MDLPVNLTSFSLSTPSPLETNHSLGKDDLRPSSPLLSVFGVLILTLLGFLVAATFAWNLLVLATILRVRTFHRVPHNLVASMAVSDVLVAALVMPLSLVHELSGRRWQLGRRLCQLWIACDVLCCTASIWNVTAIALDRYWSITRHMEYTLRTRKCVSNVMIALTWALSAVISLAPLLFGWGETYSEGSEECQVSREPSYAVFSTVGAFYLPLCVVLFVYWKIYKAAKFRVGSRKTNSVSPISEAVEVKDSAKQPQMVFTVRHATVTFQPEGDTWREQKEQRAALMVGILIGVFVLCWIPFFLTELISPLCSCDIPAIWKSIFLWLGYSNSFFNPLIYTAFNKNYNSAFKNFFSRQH
dFosB act – activators of delta FosB homodimer, primary screen, biochemical, fluorescence polarization, TAMRA-CDK5 oligo, single point | Protein FosB (Mus musculus), P13346 | purified delta FosB; percent of positive-control signal above neutral wells | activation, % at 25 µM | 340,000 compounds, 0.99% hits | AID 493131, 2011;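 active means mean activation above about 17%, with every replicate also reaching it, limit read from the data, passing the limit was not always enough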;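 further: fluorescence polarization rise as delta FosB binds a TAMRA Cdk5 AP-1 oligo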
RTF Ca sens act – cardiac RTF calcium sensitivity activators, primary screen, biochemical, IANBD-TnC fluorescence, EC20 calcium | Troponin I, cardiac muscle (Homo sapiens) + Troponin T, cardiac muscle (Homo sapiens) + … | IANBD-labeled TnC RTF fluorescence at EC20 calcium; 0% EC20 calcium, 100% full calcium | activation, % at 7.2 µM | 340,000 compounds, 0.24% hits;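 active means activation above the mean over all tested compounds plus 3 SD, cut at about 30% in these data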;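 further: rise in fluorescence read as greater calcium sensitivity of cardiac thin filaments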
Starred values were filed as active, the others as inactive; . = not tested or not shown.

SMILES | SR-BI DiI-HDL act | Rtt109 HAT inh | Wnt act | CDK5 inh | PvdQ acylase | SR-BI HDL uptake | MITF TRPM1 HTS | HTR5A ag ctr | dFosB act | RTF Ca sens act
CC1(C)Cc2c(cnn2-c2cccc(F)c2)C(NC(=O)CCN2CCCC2=O)C1 (stereo not drawn) | 2 | 3 | 0 | -1.3 | -4 | -2 | -4 | 0 | 3 | -3
Cc1c(NC(=O)c2cccc(NC(=O)Cc3c(F)cccc3Cl)c2)c(=O)n(-c2ccccc2)n1C | . | . | 1 | 0.2 | 5 | 17 | -9 | -2 | 2 | -3
O=C(c1cc([N+](=O)[O-])ccc1Cl)N1CCN(c2ccc(F)cc2)CC1 | 4 | 8 | -7 | 0.3 | -10 | -4 | 4 | -3 | -4 | -10
O=C(Nc1cccnc1Cl)c1cc(-c2ccc(O)cc2)on1 | -11 | -4 | 15 | -3.6 | -8 | 11 | 15 | 8 | 29* | -3
CCC(C(=O)Nc1c[nH]c(=O)[nH]c1=O)c1ccccc1 (stereo not drawn) | 2 | 4 | -4 | 2.6 | -6 | -2 | -7 | -1 | -1 | 1
CN(C)S(=O)(=O)c1cccc(NC(=O)c2cccc(NS(=O)(=O)c3ccccc3)c2)c1 | -32 | 17 | -3 | 1.8 | -13 | 32 | -16 | 1 | -14 | 0
CCN(CC)C(=O)c1sc(NC(=O)c2ccncc2)c(C(=O)OC)c1C | 12 | 3 | -2 | -4.7 | -7 | -12 | 0 | 2 | 7 | 1
CC1CCN(C(=O)COc2ccccc2F)CC1 | 16 | -8 | 4 | -0.4 | -1 | -16 | 6 | 13 | 6 | 4
CN(Cc1ccccc1)c1ccc(C(CC(N)=O)NC(=O)c2ccccc2)cc1[N+](=O)[O-] (stereo not drawn) | -5 | 3 | 0 | 0.2 | 4 | 5 | -3 | 2 | 5 | -8
O=C(CC(=O)N/N=C\c1ccccc1[N+](=O)[O-])NCCc1ccccc1 | -16 | -4 | 0 | -0.3 | -17 | 16 | -6 | -3 | -4 | -7
COc1cc(-c2nnc(-c3ccncc3)o2)ccc1OCc1ccccc1 | -33 | . | -1 | -1.4 | 4 | 33 | . | 1 | -15 | 1
O=C(Nc1cccc(Br)c1)c1ccc(CN2CCc3ccccc3C2)cc1 | 14 | 14 | -2 | 2.3 | 11 | -14 | 7 | 3 | 3 | 2
O=C(c1ccc(Cn2c(=O)[nH]c3ccccc3c2=O)cc1)N1CCN(c2ccc(Cl)cc2)CC1 | -31 | 3 | -2 | 0.2 | -8 | 31 | -14 | 1 | -10 | 0
Cc1ccc(NC(=O)COC(=O)CNC(=O)c2ccco2)cc1 | -2 | -4 | 1 | 0.0 | -14 | 2 | -5 | 0 | 1 | -5
O=C(CN1CCCC1)Nc1ccc([N+](=O)[O-])cc1Cl | 5 | 1 | 0 | -2.3 | -6 | -5 | -8 | 1 | -6 | 2
CCOC(=O)C1(CC2CCCCO2)CCN(C2CCSCC2)CC1 (stereo not drawn) | 5 | 5 | -1 | 0.5 | -5 | -5 | -11 | 5 | -3 | 0
Cc1sc2nc(CN3CCOCC3)nc(Cl)c2c1C | -18 | -1 | -1 | -2.2 | -7 | 18 | 4 | -3 | 3 | 3
CCC(=O)Nc1ccc(Cl)c(NC(=O)C(C)C)c1 | -9 | -7 | -1 | -1.3 | -1 | 9 | 5 | 11 | -5 | 1
O=C(COC(=O)c1nc(Cl)ccc1Cl)NC1CCCCC1 | 3 | 5 | 0 | 0.9 | -1 | -3 | -2 | -4 | -1 | 4
CC(C)[C@H](NC(=O)c1ccccc1Br)C(=O)OCc1nc2ccsc2c(=O)[nH]1 | 22 | -6 | -1 | -1.7 | 2 | -22 | 8 | 5 | -8 | 3
O=C(c1ccco1)N1CCN(C2c3ccccc3-c3ccccc32)CC1 | -32 | 4 | -2 | -1.3 | -10 | 32 | 6 | 1 | -20 | 0
CCCCc1nc(NCc2ccccc2)c(C#N)c2c1COC(C)(C)C2 | -55 | -1 | . | 0.9 | -16 | 55 | -3 | -8 | 5 | 1
Oc1ccccc1-c1nc(NCc2ccccc2)c2ccccc2n1 | -39 | 8 | 0 | 2.3 | 3 | 39 | -5 | 0 | 1 | -4
Nc1nc(N2C(=O)C3CC=CCC3C2=O)nn1-c1ccccc1 (stereo not drawn) | -7 | -3 | . | -1.7 | -20 | 7 | -6 | 1 | -1 | 15
COc1ccc(N2CCN(S(=O)(=O)c3cc4c(cc3C)NC(=O)CO4)CC2)cc1 | -10 | -4 | 1 | -0.8 | -3 | 10 | . | 1 | 14 | 12
COc1ccccc1NC(=O)C1=C(C)Nc2nnnn2C1c1cccc(C)c1 (stereo not drawn) | -8 | -9 | -1 | 1.8 | -8 | 8 | -7 | 4 | -4 | 5
O=C(N/N=C/c1cc(Cl)cc([N+](=O)[O-])c1O)c1ccc2c(c1)OCO2 | -124 | -5 | -1 | 2.5 | -3 | 124* | . | 0 | -6 | -3
CC(C)N(C(=O)[C@H]1C[C@H](CC(=O)NCCCN(C)C)C(=O)N2CCc3c([nH]c4ccc(Cl)cc34)[C@]12C)C(C)C | 24 | 12 | -2 | 3.6 | 0 | -24 | 13 | -1 | 3 | -3
COc1ccc(-c2nc(CS(=O)CC(=O)NCCN3CCCCCC3)c(C)o2)cc1OC (stereo not drawn) | 15 | 20 | 3 | -1.3 | 2 | -15 | 5 | -3 | 2 | -4
CCOc1ccc(C(=O)c2ccc(OCC)c(N)c2)cc1N | -11 | 8 | . | 0.0 | 11 | 11 | 29 | 0 | -6 | -5
O=C(OCC1CC(c2ccccc2Cl)=NO1)c1ccc(Br)cc1 (stereo not drawn) | 20 | -13 | . | -1.5 | -8 | -20 | 1 | -1 | 8 | -5
Cc1cc(C(=O)N2CCc3ccccc32)c2cc(F)ccc2n1 | -52 | 6 | . | -1.7 | 3 | 52 | 1 | 2 | -1 | -4
O=c1ccc(/C=C/c2ccccc2)nn1Cc1ccc(F)cc1 | 14 | -10 | -1 | 0.7 | -12 | -14 | -8 | 4 | -6 | -4
CCCCCCCCC(=O)N/N=C(\C)c1ccco1 | 31 | -1 | -2 | -0.9 | -7 | -31 | 16 | 1 | -1 | -7
Cc1ccc(CNC(=O)CS(=O)CC(=O)O)cc1 (stereo not drawn) | 27 | -11 | 19 | 0.9 | -9 | -27 | -6 | -2 | -3 | -2
Cc1nc(-c2ccccc2)sc1C1(C)CC(c2ccccc2F)=NO1 (stereo not drawn) | 3 | -2 | 17 | 1.2 | -5 | -3 | 4 | 3 | -1 | 6
CCN1CCN(c2nc(Nc3ccc(NC(C)=O)cc3)nc(Nc3ccc(NC(C)=O)cc3)n2)CC1 | . | 10 | 9 | 0.9 | -11 | . | -3 | 2 | 73* | 2
O=C(c1ccc(F)cc1)C1CCN(C(=S)Nc2ccccc2)CC1 | -21 | -5 | . | 1.8 | 3 | 21 | -13 | -5 | -8 | -3
Cc1nn(Cc2ccccc2)c2sc(C(=O)N3CCN(Cc4ccc5c(c4)OCO5)CC3)cc12 | -26 | 4 | . | -0.6 | 4 | 26 | -7 | 9 | -3 | -7
Cc1cc(N2CCOCC2)nc(SCc2c(Cl)cccc2Cl)n1 | -13 | -14 | . | 1.2 | -7 | 13 | -3 | 4 | -6 | 5
FC(F)(F)c1cccnc1-n1cncn1 | 16 | 12 | -1 | 0.2 | -4 | -16 | 13 | -3 | -5 | 1
C=CCn1sc(N)c(C(=O)OCC)c1=S | 0 | 8 | . | 0.7 | -14 | 0 | -7 | -4 | 0 | 1
CS(=O)(=O)N(CC(=O)NCc1cccnc1)Cc1ccc(Cl)cc1 | 5 | 3 | . | -0.2 | -8 | -5 | 13 | -3 | -2 | 1
COc1ccccc1N1CCN(S(=O)(=O)c2ccc3c(c2)NC(=O)C(C)S3)CC1 (stereo not drawn) | -1 | 9 | -4 | -0.5 | -13 | 1 | -1 | 3 | -6 | -5

Entries from the list above that have four or more nitrogen atoms, in the order listed:
SMILES | SR-BI DiI-HDL act | Rtt109 HAT inh | Wnt act | CDK5 inh | PvdQ acylase | SR-BI HDL uptake | MITF TRPM1 HTS | HTR5A ag ctr | dFosB act | RTF Ca sens act
CC1(C)Cc2c(cnn2-c2cccc(F)c2)C(NC(=O)CCN2CCCC2=O)C1 (stereo not drawn) | 2 | 3 | 0 | -1.3 | -4 | -2 | -4 | 0 | 3 | -3
Cc1c(NC(=O)c2cccc(NC(=O)Cc3c(F)cccc3Cl)c2)c(=O)n(-c2ccccc2)n1C | . | . | 1 | 0.2 | 5 | 17 | -9 | -2 | 2 | -3
CN(Cc1ccccc1)c1ccc(C(CC(N)=O)NC(=O)c2ccccc2)cc1[N+](=O)[O-] (stereo not drawn) | -5 | 3 | 0 | 0.2 | 4 | 5 | -3 | 2 | 5 | -8
O=C(CC(=O)N/N=C\c1ccccc1[N+](=O)[O-])NCCc1ccccc1 | -16 | -4 | 0 | -0.3 | -17 | 16 | -6 | -3 | -4 | -7
O=C(c1ccc(Cn2c(=O)[nH]c3ccccc3c2=O)cc1)N1CCN(c2ccc(Cl)cc2)CC1 | -31 | 3 | -2 | 0.2 | -8 | 31 | -14 | 1 | -10 | 0
Nc1nc(N2C(=O)C3CC=CCC3C2=O)nn1-c1ccccc1 (stereo not drawn) | -7 | -3 | . | -1.7 | -20 | 7 | -6 | 1 | -1 | 15
COc1ccccc1NC(=O)C1=C(C)Nc2nnnn2C1c1cccc(C)c1 (stereo not drawn) | -8 | -9 | -1 | 1.8 | -8 | 8 | -7 | 4 | -4 | 5
CC(C)N(C(=O)[C@H]1C[C@H](CC(=O)NCCCN(C)C)C(=O)N2CCc3c([nH]c4ccc(Cl)cc34)[C@]12C)C(C)C | 24 | 12 | -2 | 3.6 | 0 | -24 | 13 | -1 | 3 | -3
CCN1CCN(c2nc(Nc3ccc(NC(C)=O)cc3)nc(Nc3ccc(NC(C)=O)cc3)n2)CC1 | . | 10 | 9 | 0.9 | -11 | . | -3 | 2 | 73* | 2
Cc1nn(Cc2ccccc2)c2sc(C(=O)N3CCN(Cc4ccc5c(c4)OCO5)CC3)cc12 | -26 | 4 | . | -0.6 | 4 | 26 | -7 | 9 | -3 | -7
FC(F)(F)c1cccnc1-n1cncn1 | 16 | 12 | -1 | 0.2 | -4 | -16 | 13 | -3 | -5 | 1

From PubChem

An unsorted share of the library, and some 4.4% of all compounds hit somewhere here.
